EPAC2 ag = agonists of human EPAC2 (RAPGEF4). Q8WZA2. EPAC2 activation, biochemical qHTS; response scale: 100% = 6.5 mM cAMP response. Potency, µM (series often up to 154 µM), inactives show at the highest dose activation, most hits filed as activators. hit rate 0.079% among 360,000; further: potency means the concentration at half of the fitted maximal effect; nearly all actives have a fitted effect of over 50% in size
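Setup: EPAC2 100 nM, labeled Rap1B complex 250 nM, free GDP 50 uM. Compound titrations pinned in, brief spin, 5 min room temperature incubation. Kinetic fluorescence read over 30 min, normalized to 6.5 mM cAMP.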
EPAC2 antag = EPAC2 (human) antagonism | EPAC2 GEF exchange of Rap1B-BODIPY-GDP, fluorescence | Potency, µM (series often up to 114 µM), inactives show at the highest dose activity, negative = inhibition, hits mostly inhibitors | hit rate 0.18% among 360,000; further: potency means the concentration at half of the fitted maximal effect; on the % scale 0 is the no-effect control and ±100 the full control effect; nearly all actives have a fitted effect of over 45% in size; many of its hits are not listed in these tables
TDP43 rescue = inhibitors of TDP-43 toxicity in yeast; TDP-43 expressing yeast growth rescue, BacTiter-Glo, 24 h; AID 652104; hit rate 1.8% among 410,000; Potency, µM (top dose mostly 46.1 µM), for the others: at the highest dose growth rescue (activation), hits mostly activators; further: potency means the concentration at half of the fitted maximal effect; % of control where 0% means no effect; nearly all actives have a fitted effect of over 50% in size
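Galactose-induced TDP-43 yeast, OD600=0.02, compound pinned; 24 hr, 30 deg C; BacTiter-Glo luminescence for growth. Inhibitors of TDP-43 toxicity read as activators.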
aSyn yeast inh = alpha-synuclein toxicity inhibition in yeast | AID 652106 | Yeast expressing alpha-synuclein, growth rescue, BacTiter-Glo, 24 h | Potency, µM (series often up to 46.1 µM), for the others: top-dose growth rescue (activation), hits mostly activators | hit rate 0.14% among 370,000; further: potency means the concentration at half of the fitted maximal effect; % of control where 0% means no effect; nearly all actives have a fitted effect of over 65% in size
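Galactose-induced alpha-syn yeast (OD600=0.02, raffinose-pregrown) + pinned cpd, 24 hr, 30 deg C; growth by BacTiter-Glo luminescence. Growth restoration scores as activation.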
FUS suppressor = FUS proteinopathy suppression in yeast. Potency, µM (highest dose often 76.6 µM), without a hit: at the top dose growth rescue (activation), hits mostly activators. hit rate 0.24% among 390,000. AID 1347120. S. cerevisiae FUS-expressing, growth rescue, OD600, 24 h;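 further: potency means the concentration at half of the fitted maximal effect; plate controls were DMSO vehicle for no effect and reference control for full effect; nearly all actives have a fitted effect of over 55% in size; some results filed as inactive show a strong effect at the top dose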
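Compound concentration series was pinned onto galactose-induced FUS-expressing yeast seeded at OD 0.005. Plates sat 24hr at 30C; absorbance at 600 nm gave growth. DMSO served as background control.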
DRD3 antagonist = antagonists of human D3 dopamine receptor; P35462; max response, negative = inhibition, %; D3R cells, DiscoveRx beta-arrestin luminescence, antagonist mode; stronger effect = lower value; hit rate 2.5% among 360,000; AID 652054; in the data active means max response below about -50%; inconclusive means no clear call, values can overlap the other calls; further: on the % scale 0 is the no-effect control and ±100 the full control effect; mostly tested at two doses, the higher about 12 µM
Target sequence (P35462 whole entry, looked up): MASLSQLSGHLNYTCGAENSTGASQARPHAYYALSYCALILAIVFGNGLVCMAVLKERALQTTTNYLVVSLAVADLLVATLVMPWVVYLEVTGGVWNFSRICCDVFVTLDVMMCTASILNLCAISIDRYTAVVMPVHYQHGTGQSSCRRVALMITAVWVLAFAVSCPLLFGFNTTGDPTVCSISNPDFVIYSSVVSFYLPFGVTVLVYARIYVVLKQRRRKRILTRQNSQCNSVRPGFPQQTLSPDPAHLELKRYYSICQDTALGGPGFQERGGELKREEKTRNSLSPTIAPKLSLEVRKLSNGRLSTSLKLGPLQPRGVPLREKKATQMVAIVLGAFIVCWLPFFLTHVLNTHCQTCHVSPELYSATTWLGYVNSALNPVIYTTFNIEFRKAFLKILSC
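Cells plated overnight at 1500 cells/well, then exposed to library compounds with dopamine controls for 90 minutes at 37 degrees C. DiscoveRx reagent added for 30–60 minutes at room temperature; luminescence read, quantitative HTS format.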
D3 ag = D3 dopamine receptor (human) agonism | max activation, % | P35462 | hit rate 0.58% among 410,000 | D3R DiscoveRx beta-arrestin cells, luminescence, 90 min; in the data active means max activation above about 30%; further: 0% is about no effect; mostly tested at two doses, the higher about 12 µM
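Cells at 1500/well, incubated overnight, then treated with pinned compounds (dopamine as control) for 90 min at 37 degrees C. DiscoveRx reagent added for 30 - 60 minutes at room temperature; luminescence read.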
Abeta yeast res = compounds reversing amyloid beta toxicity in yeast; yeast expressing A-beta42, growth rescue, OD600, 48 h; response scale: 0% DMSO, 100% iron-clioquinol control; Potency, µM (highest dose often 46.1 µM), inactives show at the top dose growth rescue, hits mostly activators; hit rate 0.063% among 410,000; AID 1347071; further: potency means the concentration at half of the fitted maximal effect; nearly all actives have a fitted effect of over 55% in size
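Growth rescue measured by 600 nm absorbance after 48 h yeast culture at 30 C with compound. Values normalized between DMSO and an equimolar ferric chloride plus clioquinol control.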
* marks the source's active call; other numbers are inactive results; ? = inconclusive; · = not tested or not shown; & = joins results of further samples; [ ] = another dose, or the depositor's remark. Unless noted, the call rests on the fitted dose curve; in most records, active means well fitted curve in the direction sought with a large enough effect; inconclusive means small, poorly fitted or top-dose-only effect, or another doubt; inactive means no such curve, though single readings can be large; an effect the other way counts as inactive or inconclusive. Only part of the results is shown. The share of hits here may be higher or lower than overall.

SMILES	EPAC2 ag	EPAC2 antag	TDP43 rescue	aSyn yeast inh	FUS suppressor	DRD3 antagonist	D3 ag	Abeta yeast res
COc1ccc(S(=O)(=O)N2CCCC2CNC(=O)C(=O)NCc2cccs2)cc1 (stereo not given)	5%	-1%	0%	-6%	12%	17	7	19%
Cc1ccc(OCCn2c(NC(=O)c3ccco3)nc3ccccc32)cc1	0%	-4%	6%	-4%	-16%	-20	-7	0%
CCn1c(CC(=O)Nc2ccccc2C)nnc1SCC(=O)NC1=NCCS1	5%	10%	-23%	0%	-20%	6	16	-18%
COc1ccc(NC(=O)N2CCCCCC2)cc1	13%	-1%	9%	-4%	17%	0	-2	-20%
NC(=O)Nc1ccccc1C(=O)Nc1ccc2ccccc2c1	8%	-7%	8%	2%	-12%	15	-10	7%
CCCCSc1ncnc2c1sc1nc(N3CCOCC3)c3c(c12)CCCC3	·	·	-21%	·	-11%	·	-9	-27%
CCCCCNC(=O)C1C(=O)Nc2ccccc2C(=O)N1C(C)(C)C (stereo not given)	9%	10%	-1%	6%	-4%	-19	-7	-11%
O=C(CSCc1ccccc1)N1CCN(S(=O)(=O)c2cccc(F)c2)CC1	-4%	0%	?	-4%	·	-26	-4	-5%
O=C(C1CCCN(S(=O)(=O)c2ccc(Br)cc2)C1)N1CCN(Cc2ccccc2)CC1 (stereo not given)	9%	-16%	4%	-1%	3%	2	-3	-1%
NS(=O)(=O)c1cccc(NC(=O)COC(=O)CC2Sc3ccccc3NC2=O)c1 (stereo not given)	3%	3%	7%	1%	·	-25	1	8%
c1ccc(CSc2nnc3ccc(-c4ccncc4)nn23)nc1	3%	7%	-6%	1%	12%	10	-11	-10%
O=C(NCCN1CCNC1=O)C1CCC(=O)N(Cc2ccccc2F)C1 (stereo not given)	5%	21%	-6%	1%	3%	3	3	-5%
CC(=O)c1cc(N2CCC(C(=O)O)CC2)ccc1[N+](=O)[O-]	2%	-3%	-19%	-4%	19%	-17	0	-12%
CCc1ccccc1NC(=O)CN(C)C(=O)COC(=O)c1ccco1	-5%	-2%	14%	-6%	8%	9	2	-1%
CCC(CC)N=C1NS(=O)(=O)c2cc([N+](=O)[O-])ccc21	2%	14%	-11%	-5%	-11%	0	9	-2%
COc1cccc(C(=O)NCC[N+](C)(C)C)c1	3%	9%	6%	-5%	-18%	?	-11	-15%
COCCCn1c(SCC(=O)NC2CCS(=O)(=O)C2)nnc1-c1ccc(Cl)cc1 (stereo not given)	-3%	18%	15%	6%	-16%	14	3	4%
COCCn1c(SCC(=O)Nc2ccc(S(N)(=O)=O)cc2)nc2ccccc21	5%	-2%	2%	4%	-13%	-9	1	-1%
Cc1ccc(O)c(NC(=O)c2ccc3c(c2)C(=O)N(Cc2ccco2)C3=O)c1	15%	-1%	19%	-1%	-3%	10	-8	10%
Cc1cc2c(cc(C(=O)OC(C(=O)NCc3ccco3)C(C)C)n2C)o1 (stereo not given)	4%	-1%	-11%	25%	9%	-10	-16	-26%
O=C(CCC1COc2ccccc2O1)NC1CCCCC1 (stereo not given)	-2%	-1%	10%	9%	16%	-6	-13	16%
COc1ccc(Br)cc1C(=O)Nc1ccccc1N1CCCC1	17%	-21%	5%	-15%	18%	25	21	-35%[inhibitor]
Cc1cccc(N2CCN(C(=O)C3(S(=O)(=O)c4ccc(Cl)cc4)CC3)CC2)c1C	13%	-13%	35µM*	0%	?	20	26	8%
CCNC(=O)Nc1ccc2c(c1)c(=O)n(C)n2CC=C(C)C	9%	2%	7%	0%	-19%	6	3	-13%
O=C(COC(=O)c1cc(Br)ccc1O)NCC1CCCO1 (stereo not given)	8%	10%	-15%	-4%	4%	-26	-2	7%
COc1ccc(Br)cc1CNC(=O)c1cnc2sc(N3CCCC3)nn2c1=O	·	·	22%	·	7%	·	9	-11%
Cc1ccc(OC(=O)N(C)C[C@@H]2OCc3cn(nn3)CCCC(=O)N([C@@H](C)CO)C[C@H]2C)cc1	13%	-9%	?	-2%	-23%	-23	-2	6%
CCOC(=O)c1cc(C#N)c(N2CCN(C)CC2)nc1-c1ccccc1	4%	1%	-12%	-2%	1%	-69*	-23	-1%
CN(C)CCCN(C(=O)c1ccc(S(=O)(=O)N2CCOCC2)cc1)c1nc2cc3c(cc2s1)OCO3	-2%	1%	9%	2%	9%	1	-2	-3%
CCN(C(=O)CCS(=O)(=O)c1cccc2nsnc12)c1cccc(C)c1	4%	10%	-3%&-1%	0%	-11%&13%	9	1&-8	-5%&-15%

An excerpt from above in order of SMILES length, ascending.
SMILES	EPAC2 ag	EPAC2 antag	TDP43 rescue	aSyn yeast inh	FUS suppressor	DRD3 antagonist	D3 ag	Abeta yeast res
O=C(CCC1COc2ccccc2O1)NC1CCCCC1 (stereo not given)	-2%	-1%	10%	9%	16%	-6	-13	16%
O=C(COC(=O)c1cc(Br)ccc1O)NCC1CCCO1 (stereo not given)	8%	10%	-15%	-4%	4%	-26	-2	7%
CCOC(=O)c1cc(C#N)c(N2CCN(C)CC2)nc1-c1ccccc1	4%	1%	-12%	-2%	1%	-69*	-23	-1%
CCN(C(=O)CCS(=O)(=O)c1cccc2nsnc12)c1cccc(C)c1	4%	10%	-3%&-1%	0%	-11%&13%	9	1&-8	-5%&-15%
CN(C)CCCN(C(=O)c1ccc(S(=O)(=O)N2CCOCC2)cc1)c1nc2cc3c(cc2s1)OCO3	-2%	1%	9%	2%	9%	1	-2	-3%

The list continues:
SMILES	EPAC2 ag	EPAC2 antag	TDP43 rescue	aSyn yeast inh	FUS suppressor	DRD3 antagonist	D3 ag	Abeta yeast res
Cc1ccc(S(=O)(=O)N2CCCCC2)cc1C(=O)N1CCN(c2ccccn2)CC1	1%	12%	12%	1%	-2%	7	-1	12%
COc1ccc(C2C(C#N)=C(N)Oc3n[nH]c(C)c32)cc1Cn1cc([N+](=O)[O-])cn1 (stereo not given)	-10%	-4%	15%	3%	2%	22	0	2%
CCSc1nc2ccccc2n1CCOc1ccccc1	1%	-1%	20%	15%	11%	-11	0	31%
COC(=O)Cc1csc(Nc2c(C)n(C)n(-c3ccccc3)c2=O)n1	10%	0%	-3%	-1%	-9%	16	1	6%
Cc1ccc2c(c1)C(=O)C(=O)N2CCCOc1ccccc1C	8%	?	16%	4%	20%	?	-12	-87%[inhibitor]
CCCc1cc(=O)oc2cc(OC(C)C(=O)NCCCn3ccnc3)ccc12 (stereo not given)	6%	0%	-7%	1%	22%	10	-3	12%
COc1ccc(CCNC(=O)C(CCC(N)=O)NS(=O)(=O)c2ccc(Cl)cc2)cc1OC (stereo not given)	7%	0%	-2%	-10%	-8%	13	1	3%
CC(C)(C)c1cc(C(=O)NNC(=O)c2ccc(C(F)(F)F)cc2)no1	-3%	2%	-5%	2%	-11%	4	-7	-7%
COc1cc(-c2c(C#N)c(N)nc(SCc3ccncc3)c2C#N)cc(OC)c1OC	?	-12%	-16%	-4%	7%	?	-13	-9%
CC1(CCc2ccccc2)NC(=O)N(CC(=O)Nc2ccccc2C#N)C1=O (stereo not given)	3%	18%	0%	5%	·	3	2	-8%
CC(C)c1ccc(NC(=O)C2Cc3c(-c4ccco4)ccnc3O2)cc1 (stereo not given)	7%	-7%	35µM*	?	-7%	16	-3	2%
CCOc1ccccc1N1CCN(CC(O)COCc2cccs2)CC1 (stereo not given)	3%	-7%	-20%	-11%	17%	-85*	-25	2%
Cc1ccc(CNC(=O)c2ccc(N(C)C)cc2)cc1	3%	5%	8%	0%	-37%	-19	-4	11%
CCOc1ccc(-c2nnc3ccc(SC(C)C)nn23)cc1	-19%	-22%	16µM*	-7%	-3%	0	3	0%
Clc1ccc(-c2nc(-c3ccncc3)no2)c(Cl)c1	11%	-5%	21%	0%	-8%	69	3	6%
COc1cc(S(=O)(=O)N2CCOCC2)ccc1NC(=O)COC(=O)c1ccc(Cl)nc1	3%	-5%	0%	-2%	4%	5	-1	17%
NC(=O)c1ccc(NC(=O)Nc2ccc3c(c2)OCO3)cc1	3%	2%	11%	-4%	-1%	-4	4	-12%
Cc1ccc(-n2ncc(C(=O)Nc3ccc4c(c3)OCCO4)c2C2CCN(C(=O)OC(C)(C)C)CC2)cc1	·	·	-1%	·	16%	·	3	-11%
COc1cccc(-c2c(C(=O)N/N=C(\C)c3ccco3)nnn2-c2nonc2N)c1	7%	22%	-11%	-5%	17%	-20	-1	·
COc1ccc(C2c3ccc4ccccc4c3Oc3ncn(Cc4ccco4)c(=N)c32)cc1OC (stereo not given)	11%	-5%	15%	4%	27%	17	8	24%
O=C1[C@@H]2C(c3cccnc3)=NO[C@@H]2C(=O)N1c1ccc(Br)cc1	4%	11%	?	-38%[inhibitor]	-12%	19	3	-72%[inhibitor]
Cc1nc2nc[nH]n2c(=O)c1NC(=O)c1c(-c2ccccc2Cl)noc1C	-13%	0%	0%	-7%	-20%	-19	-1	7%
O=C(O)CC1c2ccccc2CCN1S(=O)(=O)c1ccccc1 (stereo not given)	1%	1%	-12%	2%	4%	-1	21	-4%
Cc1cc(N2CCCC2=O)ccc1S(=O)(=O)N1CCOCC1	3%	3%	22%	0%	3%	5	-3	7%
CC(C)c1ccc(Nc2c(-c3ccco3)nc3ccccn23)cc1	·	·	5%	·	33%	·	6	7%
COc1ccc([C@@H]2[C@@H]3C(=O)N(C(C)(C)C)C(=O)[C@@H]3[C@]3(Cc4ccccc4)C(=O)N(c4ccccc4)C(=O)N23)cc1	-3%	7%	15%	0%	5%	3	1	5%
COc1ccccc1Nc1nc(Cl)c(C=O)s1	4%	-6%	17%	4%	-11%	1	-3	-6%
Cc1cccc(N2C(=O)C(Oc3ccc(Cl)cc3Cl)C2C=O)c1C (stereo not given)	1%	-6%	16µM*	-51%[inhibitor]	·	-25	2	-77%[inhibitor]
CCCS(=O)(=O)NC(=O)C1(C)CCN(C(=O)c2ccc(F)c(C)c2)C1 (stereo not given)	5%	16%	10%	1%	-17%	?	-4	-14%
O=[N+]([O-])c1ccccc1-n1cnc2ccccc21	7%	-3%	-12%	1%	3%	-23	-1	-4%
COC(=O)Nc1nc2ccc(C(=O)c3cccs3)cc2[nH]1	7%	23%	0%	-5%&7%	4%	-29	-25&-9	4%
CCCCc1ccc(NS(=O)(=O)c2c(C)n(C)c(=O)n(C)c2=O)cc1	2%	-10%	?	3%	20%	18	2	5%
Clc1ccc(-c2nc3ccc(Br)cn3c2Cc2ccsc2)cc1	4%	-28%	35µM*	-17%	19%	4	-7	-17%
COc1ccccc1NS(=O)(=O)c1cc(C)ccc1C	5%	0%	29%	8%	-5%	5	-1	-6%

Source: PubChem BioAssay
